SRC3 TRFRET art: flags TR-FRET format artefacts in PPARgamma SRC-3 recruitment agonist screen | actives 0.39% (n = 99,000) | TR-FRET ratio at 8 µM | AID 1048 | TR-FRET artefact counter-screen, PPARgamma/SRC-3 format; hits give high values; in the data active means TR-FRET ratio above about 2000; further: inactives centre near 1600; reference of the scale not given here
SRC1 TRFRET art: TR-FRET artefact, counter-screen to PPARgamma/SRC-1 agonist assay | AID 1051 | TR-FRET ratio at 8 µM | TR-FRET detection artefact counter-screen, emission ratio; hits give high values | actives 0.34% (n = 99,000); in the data active means TR-FRET ratio above about 2300; further: inactives centre near 1800; reference of the scale not given here
Numbers without * were called inactive. This is a subset, so the mix of outcomes need not match the whole.

compound	SRC3 TRFRET art	SRC1 TRFRET art
COCCNc1cc(NCCOC)c([N+](=O)[O-])cc1[N+](=O)[O-]	1534	2005
CN(C)S(=O)(=O)c1ccc(NC(=S)NC(=O)c2cccs2)cc1	1761	1898
COc1cccc(OCC(O)CN2CCC(CN3C(=O)c4cccc5cccc(c45)C3=O)CC2)c1 (stereo unspecified)	1666	1902
O=C(CN1CCN(Cc2ccc(F)cc2)C1=O)NC1CCCC1	1695	1921
CCC(=O)N=c1n(C)c2ccccc2n1CCOc1ccccc1	1628	1693
Cn1c(N)c(C(=O)COC(=O)c2ccccc2NCc2ccco2)c(=O)n(C)c1=O	1597	1874
Cc1cc(C)c(S(=O)(=O)N2CCOCC2)cc1C	1709	1867
Cc1cc(NC(=O)c2ccc(S(=O)(=O)N3CCOCC3)cc2)no1	1598	1788
COc1cc2[nH]c(=S)nc(NC3CCCCCC3)c2cc1OC	1518	1952
Cc1cccc(C(O)(C(=O)NNc2ccc3ccccc3n2)c2cccc(C)c2)c1	1763	1886
O=C(NN1CCCCC1)c1cccc(COc2ccc(Cl)cc2)c1	1530	1697
Nc1nc(Nc2ccccc2)nc(NCc2ccco2)c1[N+](=O)[O-]	1622	1608
CCc1cc2c(=O)[nH]c(N3CCCC3)nc2s1	1646	1829
NC(=O)COC(=O)CSc1cccc2cccc(Cl)c12	1812	2110
O=C(OCc1ccc(Cl)cc1)c1cccnc1Cl	1441	1524
O=C(Nc1ccc(Cl)cc1)N1CCc2ccccc2C1	1785	1916
O=C(O)CCNc1cc2ccccc2cc1C(=O)O	1547	1608
CCCOc1ccc(Cl)cc1CNc1ccccc1	1593	1730
CCOc1ccc(CC(=O)Nc2nccs2)cc1OCC	1707	1817
Cc1onc(-c2ccccc2Cl)c1C(=O)Oc1cccc2cccnc12	1564	1891
O=C(Nc1cc(C(F)(F)F)ccc1N1CCOCC1)c1cncc(Br)c1	1523	1672
Cc1ccc(C)c(N2CCN(C(=O)c3csc(C)c3C)CC2)c1	1603	1691
CCOc1ccc(CN2CCNC(=O)C2CC(=O)O)cc1 (stereo unspecified)	1564	1593
CCNC(=S)N(Cc1cc2cc(C)cc(C)c2[nH]c1=O)C1CCCC1	1537	1713
CCNC(=S)N(Cc1cccs1)Cc1cc2cc(OCC)ccc2[nH]c1=O	1658	1683
CC1=C(C#N)C(/C=N/OCc2ccc(Cl)cc2)CC(=O)N1 (stereo unspecified)	1566	1758
CN1CCN(S(=O)(=O)c2ccc(N3CCN(C(c4ccccc4)c4ccccc4)CC3)nc2)CC1	1536	1964
O=C(Nc1cccnc1)c1ccc([N+](=O)[O-])cc1Cl	1481	1884
CCCSc1nc2sc3c(c2c(=O)[nH]1)CC(C)CC3 (stereo unspecified)	1484	1998
COc1ccc(C2CC(=O)c3ccccc3O2)cc1 (stereo unspecified)	1629	1831
CC(C)Cc1nc(Nc2ccc(S(=O)(=O)N3CCCC3)cc2)c2nnn(Cc3ccccc3)c2n1	1473	1735
COC(=O)[C@@H]1CCCN1C(=O)CCc1nnc(CCc2c[nH]c3ccccc23)o1	1792	2127
CN(CCCNC(=O)CCCOc1cc(=O)n(C)c2ccccc12)Cc1ccccc1	1605	1830
O=C(O)c1ccc2c(c1)C1C=CCC1C(c1cc3c(cc1Br)OCO3)N2 (stereo unspecified)	1621	1937
Cc1ccc(CNC(=O)c2cc(COc3c(F)cccc3F)on2)s1	1430	1723
O=C(NNC(=O)C1C2CCC(C2)C1C(=O)O)c1ccc(Cl)cc1 (stereo unspecified)	1641	1734
CC(CCc1ccccc1)NCC(O)COc1ccccc1 (stereo unspecified)	1520	1681
O=C(CSc1cccs1)NCCc1ccccc1	1476	1900
CCC(C)(C(=O)NC1CCCC1)N(CC1CCCO1)C(=O)CNC(=O)c1ccccc1 (stereo unspecified)	1914	1772
CC1CCC(C(C)C)C(OCC[N+](C)(C)C)C1 (stereo unspecified)	1517	1948
CCOC(=O)C1CCCN(C(=O)CNC(=O)Cn2ccc3ccccc3c2=O)C1 (stereo unspecified)	1689	1702
Cc1ccc(C)c(N2CCN(C(=S)NC3CCCCC3)CC2)c1	1634	2120
O=S(=O)(c1cccc(-c2nnco2)c1)N1CCOCC1	1556	1956
Cc1cc(C(=O)Nc2cccnc2)on1	1741	1972
CC(CN1CCCCCC1)C(=O)NN (stereo unspecified)	1608	1735
CC(C)NC(=S)NC(=O)c1ccc(-c2ccccc2)cc1	1631	1673
CC(=O)N1CCC(N(CCN2CCOCC2)C(=S)Nc2ccc(C)cc2)CC1	1618	1802
CCOc1ccc(C(=O)OCCCN(C)C)cc1	1419	1717
CCN(C(C)=O)c1nc(CCl)cs1	1612	1687
Cc1ccc(-c2csc3ncnc(SCC(N)=O)c23)cc1	1642	2084
CC(=O)c1cc2c(cc1NC(=O)CSc1nc3ccccc3[nH]1)OCO2	1853	2085
O=c1c2ccccc2nc(SCc2ccc([N+](=O)[O-])cc2)n1CCCO	1623	1693
COc1cc(SC)ccc1C(=O)OCC(=O)NC(=O)NC(C)C	1572	1828
O=C(O)c1cccc(NC(=S)N/N=C/c2cccnc2)c1	1781	1589
Cc1ccc(S(=O)(=O)N2CCOCC2)cc1NC(=O)CSc1nnnn1C	1518	1862
COc1ccc(/C=N/NC(=O)c2cccnc2)cc1Cn1nc([N+](=O)[O-])c(Br)c1C	1508	1760
N#CC1=C(N)OC2=C(C(=O)CC(c3ccccc3)C2)C1c1ccc2c(c1)OCO2 (stereo unspecified)	1612	1659
O=C(CNC(c1ccccc1)c1ccccc1)Nc1c(F)cccc1F	1812	1613
Cn1c2c(c(=O)n(C)c1=O)C(c1ccc(Cl)cc1)C(C#N)=C(N)O2 (stereo unspecified)	1612	1943
O=C(O/N=C1\CCCc2ccccc21)c1cccs1	1465	1686

(continued)
compound	SRC3 TRFRET art	SRC1 TRFRET art
OC(CCCN1CCCCC1)(c1ccccc1)c1ccccc1	1518	1743
O=C(CSc1ncn[nH]1)Nc1ccc(OCc2ccccc2)cc1	1409	1834
COc1cccc(S(=O)(=O)NCC(=O)Nc2ccc(C(C)(C)C)cc2)c1	1472	1745
COc1cc(NC(=O)c2ccccc2)c(OC)cc1NC(=O)Cc1cccs1	1383	1767
COCCCNC(=O)CCc1nnc(Cc2ccc(-c3ccccc3)cc2)o1	1677	1613
COc1ccccc1NS(=O)(=O)c1cc(NC(=O)CNC(=O)c2cc(C)cc(C)c2)ccc1C	1527	1621
COC(=O)c1c(NC(C)=O)sc(C(=O)Nc2ccccc2F)c1C	1599	1718
COc1cc(O)sc1C=Nc1ccc(Cl)cc1Cl	1668	1934
CC(C)CNC(=O)COC(=O)CCC(=O)c1cccs1	1839	1951
O=C(Nc1ccccc1)c1ccccc1OCc1ccc(S(=O)(=O)N2CCOCC2)cc1	1633	1810
Cc1ccc(C(=O)Oc2cccc(-n3cnnn3)c2)cc1	1464	1773
CCn1nnc(NC(=O)CSc2ccc(Cl)cc2)n1	1782	1609
CC(CNC(=O)CCc1nnc(CCC2CCCCC2)o1)c1ccccc1 (stereo unspecified)	1601	1371
CCc1n[nH]c(=S)n1/N=C/c1cc(OC)cc([N+](=O)[O-])c1O	1596	1876
CC(Sc1nc(-c2ccccc2)cc(C(F)(F)F)n1)C(=O)Nc1ccc2c(c1)OCO2 (stereo unspecified)	1372	1538
Cc1ccccc1NC(=S)NCc1ccc2[nH]c3c(c2c1)CCCC3	1447	1776
COCCNC(=O)C(=O)N/N=C/c1cccs1	1632	1595
O=C(Nn1c(-c2ccccc2)nc2ccccc2c1=O)c1ccc([N+](=O)[O-])cc1	1392	1638
CC(=O)N1CCN(C(=O)COc2ccccc2C(=O)Nc2ccccc2)CC1	1812	1993
COc1ccccc1N1CCN(C(=O)c2ccc(CSc3ccccc3)cc2)CC1	1671	1821
COc1ccc(-n2c(C)cc(C)c(C(C)=O)c2=S)cc1	1704	1853
CC(=O)N(CCCN(C)C)CCC(C)CCC=C(C)C (stereo unspecified)	1625	2113
CC(C)N1C(=O)/C(=C\c2nc3ccccc3c(=O)[nH]2)c2ccccc21	1485	1822
COc1ccc(C(=O)NNC(=O)Nc2ccc(Cl)cc2)cc1	1534	1639
COc1ccc(N2CC(C(=O)NCc3ccccc3)CC2=O)cc1 (stereo unspecified)	1572	1801
CCCCN1CNC(=S)N(c2ccccc2OCC)C1	1397	1632
Cn1cc(/C=C(\C#N)C(=O)Nc2cccc([N+](=O)[O-])c2)c2ccccc21	1714	1876
C/C=C(\C)C(=O)NCCN1C2=NC[C@H](Cc3ccc(O)cc3)N2C[C@@H]1Cc1ccc(OC)cc1	1444	1434
CN(C)c1oc(/C=C/c2ccccc2)nc1C#N	1395	1868
CC1=C(C(=O)Nc2cc(-c3cccc(F)c3)[nH]n2)C2(CCCCC2)OC1=O	1528	1754

Reformatted with each value named: part of the list above.
> CC1=C(C(=O)Nc2cc(-c3cccc(F)c3)[nH]n2)C2(CCCCC2)OC1=O
  SRC3 TRFRET art = 1528 | SRC1 TRFRET art = 1754

> O=C(Nn1c(-c2ccccc2)nc2ccccc2c1=O)c1ccc([N+](=O)[O-])cc1
  SRC3 TRFRET art = 1392 | SRC1 TRFRET art = 1638

> CC(C)N1C(=O)/C(=C\c2nc3ccccc3c(=O)[nH]2)c2ccccc21
  SRC3 TRFRET art = 1485 | SRC1 TRFRET art = 1822

> COc1ccc(C(=O)NNC(=O)Nc2ccc(Cl)cc2)cc1
  SRC3 TRFRET art = 1534 | SRC1 TRFRET art = 1639

New compounds follow
compound	SRC3 TRFRET art	SRC1 TRFRET art
O=C(O)CNC(=O)c1ccccc1Br	1414	1622
COc1ccc(CNC(=O)CN(c2cccc([N+](=O)[O-])c2)S(C)(=O)=O)cc1	1468	1727
CCCNC(=O)N1CCCC(C(N)=O)C1 (stereo unspecified)	1658	1829
Cc1oc(-c2cc3c(cc2Cl)OCO3)nc1CN1CCCC1c1ccc(F)cc1 (stereo unspecified)	1727	1656
Cn1c(=O)c2c(nc(NCCOc3ccc(F)cc3)n2C)n(C)c1=O	1399	1645
COc1cccc(CN2CCCC(C(=O)c3ccc4c(c3)OCO4)C2)c1OC (stereo unspecified)	1632	1828
COc1cccc(OCCNC(=O)CSc2ccc(C(F)(F)F)cc2[N+](=O)[O-])c1	1579	1712
CCN(CC)S(=O)(=O)c1ccc(OC)c(NC(=O)C(Cc2ccccc2)N2C(=O)c3ccccc3C2=O)c1 (stereo unspecified)	1690	1704
CC1CCN(CC(=O)NC(=O)NCc2ccccc2)CC1	1311	1683
O=C(Nc1ccc(CN2CCCCC2)cc1)c1c(F)c(F)c(F)c(F)c1F	1385	1641
COc1cccc(N=Nc2c(N)[nH]n3c(=O)c4c(nc23)CCCC4)c1	1547	1552
COc1ccc(N2C(=O)CC(SC(C)C)C2=O)cc1 (stereo unspecified)	1535	1448
COc1ccc(-c2nc3c(-c4ccccc4)cnn3cc2C)cc1F	1572	1773
CCNC(=O)COc1ccc(CC)cc1	1599	1732
CC/C(C)=N\NC(=O)CNC(=O)c1ccc(Cl)cc1Cl	1611	1943

Three entries already listed, ordered by number of heavy atoms, lowest first:
compound	SRC3 TRFRET art	SRC1 TRFRET art
COc1ccc(-n2c(C)cc(C)c(C(C)=O)c2=S)cc1	1704	1853
CC1=C(C(=O)Nc2cc(-c3cccc(F)c3)[nH]n2)C2(CCCCC2)OC1=O	1528	1754
COc1ccccc1NS(=O)(=O)c1cc(NC(=O)CNC(=O)c2cc(C)cc(C)c2)ccc1C	1527	1621

(list continues)
compound	SRC3 TRFRET art	SRC1 TRFRET art
O=C(CNS(=O)(=O)c1ccccc1)NCc1cccnc1	1629	1739
Cc1ccc(CN2CCN(C(=O)c3ccncc3)CC2)cc1	1604	1870
CCn1c(SCC(=O)Nc2nccs2)nnc1-c1ccco1	1279	1821
Cc1ccnc2ccc(SC(F)(F)F)cc12	1620	1807
Cc1ccc(-n2c(SC3CCOC3=O)nc3ccccc3c2=O)cc1 (stereo unspecified)	1789	1904
O=S(=O)(Nc1nc2ccccc2nc1Nc1ccc(N2CCOCC2)cc1)c1cc(Cl)ccc1Cl	1789	1752
CN(C)CCCN(C(=O)c1ccc2c(c1)CCCC2)c1nc2c(F)cccc2s1	1570	1620
O=C1CCCC(=O)N1c1ccc(Oc2ccc(Cl)cc2)cc1	1801	1686
NC1=NC(=O)/C(=C/c2ccccc2OS(=O)(=O)c2ccc3ccccc3c2)S1	1620	1777
N=C1c2ccccc2CN1NC(=O)c1cccc(S(=O)(=O)N2CCOCC2)c1	1522	2118
C#Cc1ccc([C@@H]2C=C(C(=O)N3CCOCC3)O[C@H](OCC)[C@H]2CCCO)cc1	1648	1706
CC(C)(C)c1ccc(OCCCC(=O)N2CCOCC2)cc1	1487	1643
Cc1ccc(S(=O)(=O)N(C)C)cc1-n1c(SCC(=O)Nc2ccc(F)cc2)nc2ccccc2c1=O	1565	2014
COc1ccc(N(C(=O)c2cccnc2)S(=O)(=O)c2cccs2)cc1	1483	1910
N#CCCN(Cc1cccnc1)C(=S)NC(=O)C1CC1	1530	1999
